Screening data: PubChem BioAssay, National Center for Advancing Translational Sciences (NCATS)
ALOX15 inhib: qHTS Assay for Inhibitors of 15-hLO (15-human lipoxygenase). purified 15hLO-1, xylenol orange hydroperoxide absorbance. Potency, µM (series often up to 57.1 µM), for inactives: at the top dose activity change, negative = inhibition, hits mostly inhibitors. hit rate 1.4% among 74,000. AID 887, 2007; also: potency is read from the fitted curve at half-maximal effect; % is scaled to controls: 0 for no effect and ±100 for the full control effect; nearly all actives have a fitted effect of over 55% in size
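Inhibition is scored from a chromogenic endpoint. After 15 min enzyme-compound contact, arachidonic acid (50 uM final) reacts 6 min with 40 nM 15hLO-1 at room temperature, then Fe-XO reagent is added for 30 min and absorbance ratio recorded.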
Ub-GFP proteasome: Ubiquitin-GFP Assay. Potency, µM (titrated, usually from 45.9 µM), inactives show at the highest dose activation (GFP accumulation), hits mostly activators. Ubiquitin-GFP reporter cells, proteasome inhibition, GFP fluorescence; response scale: untreated = 0%, 10 µM MG-132 = 100%. 67,000 tested, under 10 active. AID 526, 2006; active = well fitted activation curve with a large enough effect, not every such curve was filed as active; inconclusive = small, poorly fitted or top-dose-only effect, or another doubt; inactive = no such curve, though single readings can be large or run the other way; also: potency is read from the fitted curve at half-maximal effect
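Proteasome blockade was scored as a rise in GFP-expressing U2OS cells carrying a ubiquitin(G76V)-GFP construct, imaged after 4 hr compound treatment at 37 °C across a 46 uM–2.9 nM series.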
HADH2 inh: qHTS Assay for Inhibitors of HADH2 (Hydroxyacyl-Coenzyme A Dehydrogenase, Type II); recombinant HADH2, NADH fluorescence, beta-hydroxybutyryl-CoA; AID 886, 2007; hit rate 3.4% among 73,000; Potency, µM (highest dose often 57.1 µM), without a hit: top-dose activity change, negative = inhibition, usual class: inhibitors; 3-hydroxyacyl-CoA dehydrogenase type-2 (Homo sapiens), Q99714; also: potency is read from the fitted curve at half-maximal effect; % is scaled to controls: 0 for no effect and ±100 for the full control effect; nearly all actives have a fitted effect of over 60% in size; many of its hits are not listed in these tables
Target sequence (Q99714 whole entry, looked up, one chain of several): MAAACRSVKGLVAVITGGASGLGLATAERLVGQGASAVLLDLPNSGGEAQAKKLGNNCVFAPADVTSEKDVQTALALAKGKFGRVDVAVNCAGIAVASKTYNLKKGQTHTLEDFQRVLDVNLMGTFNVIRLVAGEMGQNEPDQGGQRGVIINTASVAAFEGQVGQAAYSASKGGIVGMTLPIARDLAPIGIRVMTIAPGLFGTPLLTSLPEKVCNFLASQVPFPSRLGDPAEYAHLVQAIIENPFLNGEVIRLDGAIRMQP
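NADH fluorescence (ex 360/em 450 nm) read every 30 s for 4 min; activity taken as last-minus-first time point difference. Enzyme 20 nM, NAD+ 1 mM, beta-hydroxybutyryl-CoA 90 uM, pH 9.0 Tris buffer.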
Luciferase inh: qHTS Assay for Inhibitors of Firefly Luciferase | AID 411, 2009 | purified firefly luciferase, luminescence, 8 min | hit rate 2.2% among 72,000 | Potency, µM (series often up to 57.1 µM), for inactives: top-dose activity change, negative = inhibition, most hits filed as inhibitors; also: potency is read from the fitted curve at half-maximal effect; % is scaled to controls: 0 for no effect and ±100 for the full control effect; nearly all actives have a fitted effect of over 40% in size
Target sequence (P08659 whole entry, looked up): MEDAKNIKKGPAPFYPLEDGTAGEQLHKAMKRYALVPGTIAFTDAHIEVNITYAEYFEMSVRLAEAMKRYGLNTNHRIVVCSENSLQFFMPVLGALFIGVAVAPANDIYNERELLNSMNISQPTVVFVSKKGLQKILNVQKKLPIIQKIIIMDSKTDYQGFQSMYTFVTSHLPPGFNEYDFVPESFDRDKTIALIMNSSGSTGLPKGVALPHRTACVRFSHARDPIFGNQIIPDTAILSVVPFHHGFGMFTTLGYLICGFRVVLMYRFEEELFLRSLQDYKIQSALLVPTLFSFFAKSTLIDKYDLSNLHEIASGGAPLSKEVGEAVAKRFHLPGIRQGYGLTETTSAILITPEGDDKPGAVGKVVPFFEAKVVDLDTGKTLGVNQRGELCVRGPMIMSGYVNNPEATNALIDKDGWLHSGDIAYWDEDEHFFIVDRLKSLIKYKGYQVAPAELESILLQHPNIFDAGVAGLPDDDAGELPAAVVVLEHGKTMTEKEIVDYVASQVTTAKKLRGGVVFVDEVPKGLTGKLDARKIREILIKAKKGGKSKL
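Substrate buffer containing 10 uM ATP (pH 7.2 imidazole, Mg2+, KCl, detergent, BSA) is dispensed, compound pinned in, then luciferase/luciferin detector mix added. After 8 min at ambient temperature, light output is measured.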
Tau filament bind: qHTS Assay for Tau Filament Binding; Microtubule-associated protein tau (Homo sapiens), P10636; recombinant tau filaments, thioflavin S fluorescence, 15 h; filaments grown with octadecylsulfate alongside compound; Potency, µM (top dose mostly 57.1 µM), for the others: at the top dose activity change, negative = inhibition; hit rate 2% among 71,000; AID 596, 2007;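 also: potency is read from the fitted curve at half-maximal effect; % is scaled to controls: 0 for no effect and ±100 for the full control effect; actives lower thioflavin S fluorescence by blocking filaments or displacing dye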
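His-tagged recombinant human tau (exons 2, 3 and 10 included), 1 uM, was induced to fibrillize by 30 uM sodium octadecylsulfate with compound present. After 15 h at 37 C, thioflavine S fluorescence (ex 450, em 510 nm) was read.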
DNA Pol III inh: qHTS Assay for Inhibitors of DNA Polymerase III Holoenzyme System; reconstituted DNA polymerase III holoenzyme replication, biochemical; Potency, µM (doses to about 57.1 µM), inactives show at the top dose activity change, negative = inhibition; hit rate 0.25% among 71,000; also: potency is read from the fitted curve at half-maximal effect; % is scaled to controls: 0 for no effect and ±100 for the full control effect
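Reconstituted *E. coli* holoenzyme (0.35 nM Pol III, 1 nM beta, 154 nM SSB, 2 nM primase) was preincubated with compound for 15 min at RT. Synthesis on 1.4 nM ssM13Gori ran 35 min, then was stopped with PicoGreen/EDTA and read as dsDNA fluorescence.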
CRE-bla Fsk: Cell signaling CRE-BLA (Fsk stim) | CHO CRE-bla reporter (cAMP response element driving beta-lactamase), forskolin EC10, beta-lactamase ratio | Potency, µM (doses to about 38.2 µM), without a hit: top-dose activity change, negative = inhibition, most hits filed as activators | AID 662, 2007 | hit rate 2.5% among 71,000; active = well fitted activation curve with a large enough effect in the signal ratio, with a control signal flat, not every such curve was filed as active; inconclusive = small, poorly fitted or top-dose-only effect, or effect the other way, or a change in a side signal; the % refers to the signal ratio; also: potency is read from the fitted curve at half-maximal effect; % of control where 0% means no effect
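Modulation of forskolin signalling: compounds in titration series added with EC10 NKH 477 to CHO cells carrying a CRE-driven beta-lactamase reporter, 3 h, 37C. CCF4 FRET ratio (460/530 nm, ex 405 nm) gives %activity and AC50.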
ERK AVP block: qHTS Assay for Inhibitors of the ERK Signaling Pathway using a Homogeneous Screening Assay | HEK293-V1b, vasopressin-stimulated pERK AlphaScreen | Potency, µM (series often up to 57.5 µM), for inactives: top-dose activity, negative = inhibition, actives largely listed as inhibitors | hit rate 0.99% among 72,000 | AID 995, 2007; also: potency is read from the fitted curve at half-maximal effect; % is scaled to controls: 0 for no effect and ±100 for the full control effect; nearly all actives have a fitted effect of over 55% in size
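V1b-HEK293 cells; cpd 30 min 37C; 25 nM vasopressin 5 min; lyse 10 min; AlphaScreen beads 5 hr RT. Normalized to DMSO basal and 25 nM vasopressin; AC50 by Hill fit.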
Hsp90 Hop PPI: qHTS Assay for Disrupters of an Hsp90 Co-Chaperone Interaction; AlphaScreen TPR2A-His6 binding biotin-Hsp90 C-terminal peptide; Potency, µM (series often up to 57 µM), for the others: at the top dose activity change, negative = inhibition; hit rate 0.44% among 71,000; active = well fitted curve in either direction with a large enough effect; inconclusive = small, poorly fitted or top-dose-only effect, or another doubt; also: potency is read from the fitted curve at half-maximal effect; % is scaled to controls: 0 for no effect and ±100 for the full control effect; many of its hits are not listed in these tables
GFP derepression: qHTS Assay for Epigenetic Modulators. Potency, µM (series often up to 46.1 µM), inactives show top-dose GFP derepression (activation). hit rate 0.09% among 68,000. mouse C127i GFP locus derepression, cytometry, 30 h; also: % of control where 0% means no effect
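Murine C127i mammary cells carrying a silenced, stably integrated CMV-driven GFP reporter were treated with compound for 30 hours at 37 C. After PBS washes, GFP-positive cells were counted by laser-scanning microplate cytometry.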
HBB splicing: qHTS Assay for Modulators of Hemoglobin Beta Chain Splicing; HBB splicing reporter cell assay, activation; EGFP reporter with mutant IVS2-654 intron; response scale: normalised to 500 nM splice-correcting PNA; hit rate 0.06% among 65,000; AID 925, 2007; Potency, µM (top dose mostly 46.1 µM), without a hit: top-dose activation, actives largely listed as activators; also: potency is read from the fitted curve at half-maximal effect; 0% is about no effect
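Compounds were applied for 2 days to HeLa EGFP-654 cells, 500/well in Optimem with 2% FCS. The reporter's EGFP is disrupted by mis-splicing of beta-globin intron IVS2-654. Readout: summed well GFP fluorescence from 488 nm laser scanning; reference was 500 nM antisense […] 654 PNA.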
Numbers without * were called inactive; ? = inconclusive; nt = no result given; [ ] = another dose, or the depositor's remark. Unless noted, calls follow the shape of the dose curve; as a rule, active = well fitted curve in the direction sought with a large enough effect; inconclusive = small, poorly fitted or top-dose-only effect, or another doubt; inactive = no such curve, though single readings can be large; an effect the other way counts as inactive or inconclusive.

SMILES	ALOX15 inhib	Ub-GFP proteasome	HADH2 inh	Luciferase inh	Tau filament bind	DNA Pol III inh	CRE-bla Fsk	ERK AVP block	Hsp90 Hop PPI	GFP derepression	HBB splicing
COc1ccc(C(CNC(=O)c2ccc3c(c2)C(=O)N(CCC(C)C)C3=O)N2CCOCC2)cc1 (centres undefined)	-9%	-4%	15%	2%	-26%	4%	?	1%	-5%	2%	-0.4%
CC(C)NC(=O)N1CCC2(CC1)CCN(C(=O)c1ccco1)CC2	-5%	-10%	4%	0%[11.4 µM]	-12%	0%	?	4%	-4%	-2%[9.22 µM]	-0.4%
Cc1cc(=O)c2c(O)c(O)ccc2o1	?	-12%	?	0%	5%	-3%	?	23%	-10%	0%	4.9%
COc1ccc(N(CC(=O)Nc2cc(OC)ccc2OC)S(C)(=O)=O)cc1	2%[11.4 µM]	-9%[9.17 µM]	0%[11.4 µM]	1%	-6%[11.4 µM]	-8%[11.4 µM]	?	13%	-4%[11 µM]	4%	-3.7%[0.0738 µM]
COc1cc(OC)cc(C(=O)NCc2nc(-c3ccccc3)no2)c1	-8%	-4%	-3%	1%	1%	13%	?	-29%	6%	0%	-1.5%
O=C(CSc1nc(-c2ccco2)cc(C(F)(F)F)n1)Nc1ccc2c(c1)CCC2	-19%	2%	-13%	0%	4%	2%	2%	43%[activator]	0%	-3%	0.7%
CCn1cc(C(=O)N2CCOCC2)c(=O)c2cc(S(=O)(=O)N(C)C)ccc21	3%	-9%	-10%	2%	1%	-6%	1%	-13%	-2%[2.3 µM]	nt	-0.3%
Cc1cccnc1NC(=O)CCCN1C(=O)c2ccccc2C1=O	4%	-4%	-14%	1%	2%	0%	-3%	0%	-1%	1%	1.0%
CCCn1c(=O)c2[nH]c(-c3ccccc3)nc2n(CCC)c1=O	3%[25.6 µM]	4%	5%	1%	?	-4%	0.2µM*	-21%	0%	0%	nt
N/C(=N\O)c1ccc(NC(=O)c2ccc(Br)o2)cc1	-13%	-1%	13%	2%	12%	-1%	?	1%	-14%	0%	-1.0%
O=C(Nc1ccccn1)C12CC3CC(C1)CC(C(=O)Nc1ccccn1)(C3)C2	-9%	-1%	2%	0%	-7%	-2%	-9%	-17%	-20%	2%	-1.4%
COc1cccc(NC(=O)CSc2nncn2-c2ccccn2)c1	0%	-1%	10%	2%	-4%	-5%	25%	4%	-3%	-1%	0.5%
CCn1c(=O)c2c(nc3n2CC(C)CN3CCc2ccccc2)n(C)c1=O (centres undefined)	-14%	-5%	-6%	1%	-10%	-5%	6.3µM*	-28%	-4%	3%	-2.2%[1.84 µM]
COC(=O)c1ccc(C(NC(=O)OCc2ccccc2)/C(C)=C/[C@@H](C)C(=O)N(C)Cc2cccnc2)cc1 (some centres undefined)	-12%	nt	-5%	nt	1%	-1%	2%	3%	-1%	nt	-0.8%
Cc1ccc(C)c(-n2c(CNC(=O)c3ccco3)nnc2SCC(=O)N2CCc3ccccc32)c1	-5%	-2%	15%	2%	-4%	1%	20%	-13%	-20%	0%	1.0%
CN(Cc1ccccc1)c1nc2c(c(=O)[nH]c(=O)n2C)n1CCCc1ccccc1	-23%	3%	15%	-1%	12%	-2%	?	35%	-20%	0%	nt
COCC(=O)Nc1cc(OC)ccc1OC	0%	2%	-4%	2%	0%	-7%	-7%	-1%	-2%	3%	1.3%
COC(=O)c1cc(NC(=O)Cn2c(=O)cnc3ccccc32)cc(C(=O)OC)c1	2%	-1%	8%	-1%	?	-6%	-1%	11%	-1%	0%	1.6%[57.5 µM]
CN(C)CCNC(=O)c1ccc(COCC(F)(F)F)cc1	-6%	6%	1%	2%	7%	4%	-4%	-15%	-1%	0%	0.3%
CCCNC(=O)CN(C)C(=O)c1n[nH]c2ccccc12	5%	5%	10%	2%	-9%	-4%	-2%	6%	0%	-1%	0.7%[57.5 µM]
O=C(Nc1ccc(Cc2ccc(NC(=O)N3CCOCC3)cc2)cc1)N1CCOCC1	-3%	21%	0%	-5%	1%	-5%	?	-4%	-3%	0%	-0.7%
COc1cc(NS(=O)(=O)c2ccc(OC)c(OC)c2)cc(OC)c1	-2%	3%	9%	1%	2%	1%	16%	-22%	-4%	2%	-0.4%
O=C(Nc1ccccn1)[C@@H]1CCC(=O)N1C(=O)OCc1ccccc1	1%	-2%	-3%	1%	0%	-2%	-1%	4%	1%	-4%	2.9%[1.84 µM]
CCOC(=O)N1CCN(c2c(NCc3cccs3)c(=O)c2=O)CC1	3%	-7%	1%	0%	8%	-4%	4%	5%	-4%[2.3 µM]	nt	-0.3%
CS(=O)(=O)Nc1ccccc1C(=O)Nc1ccc2c(c1)OCCO2	2%	-2%	-3%	?	-12%	12%	-1%	-6%	-3%	3%	2.1%
Next section:
SMILES	ALOX15 inhib	Ub-GFP proteasome	HADH2 inh	Luciferase inh	Tau filament bind	DNA Pol III inh	CRE-bla Fsk	ERK AVP block	Hsp90 Hop PPI	GFP derepression	HBB splicing
O=C(CSc1ccccc1C(=O)O)Nc1cccc(C(=O)O)c1	-24%	10%	7%	2%	-2%	-6%	8%	0%	0%	3%	5.2%
O=C(NCc1ccccc1)c1c(F)c(F)c(F)c(F)c1F	2%	21%	-1%	3%	14%	-2%	?	-15%	0%	-3%	-0.2%
Oc1cc(O)c2c(c1)O[C@H](c1ccc(O)c(O)c1)[C@@H](O)C2	-7%[25.6 µM]	3%	?	-1%[11.4 µM]	?	-6%	?	-4%	?	0%[9.22 µM]	nt
CC1CCC(C(=O)NC(C(=O)NCCCN2CCOCC2)C(C)C)CC1 (centres undefined)	0%	-2%	-1%	1%	11%	-1%	2%	13%	5%	-2%	-0.8%
Cc1cccc(N2CCN(C(=O)c3ccncc3)CC2)c1C	3%	4%	3%	0%	2%	-4%	-20%	-7%	0%	0%	-0.2%
O=C(NCc1ccco1)C1CCCN(S(=O)(=O)c2ccc(-n3cnnn3)cc2)C1 (centres undefined)	23%	2%	-9%	4%	-5%	-7%	-5%	14%	-5%	1%	-0.2%[57.5 µM]
CCCN1C(=O)c2cc(C(=O)NC3CCCC3)ccc2C1O (centres undefined)	0%	0%	-11%	1%	-10%	-5%	-3%	18%	-5%[2.3 µM]	nt	0.4%
Cc1cc(=O)[nH]c(Nc2cccc(C(F)(F)F)c2)n1	0%	-6%	9%	-1%	-3%	-7%	-29%	2%	-2%	4%	-2.3%[57.5 µM]
O=C1c2cccnc2C(O)N1Cc1ccccc1 (centres undefined)	-2%	0%	-2%	3%	18%	-3%	-20%	-10%	-2%	0%	2.9%
N#Cc1nc(COc2ccccc2)oc1NCCCn1ccnc1	14%	-7%	9%	-4%	15%	-1%	?	-16%	-9%	0%	1.8%
COC(=O)C1=C(C)Nc2ncnn2C1c1ccc(C)o1 (centres undefined)	-2%	3%	8%	4%	-1%	-4%	14%	2%	4%	-5%	0.3%
Brc1ccc(-c2nn3c(-c4ccccn4)nnc3s2)o1	-7%	2%	81%[activator]	1%	?	?	?	-29%	7.9µM*	6%	-3.0%[0.369 µM]
CCOC(=O)N1CCC(N(C(=O)Nc2ccccc2)C(C)CC)CC1 (centres undefined)	-5%	3%	-1%	-4%	-3%	-5%	-10%	-5%	-1%	0%	-2.0%[57.5 µM]
O=C(O)c1cc(S(=O)(=O)Nc2ccc3oc(=O)sc3c2)ccc1O	?	9%	2µM*	2%	8%	-1%	?	29%	-1%	0%	-1.3%

The list is partial (hit frequency here may not be typical).
